NCI-60 one-dose screen, 48 h, at 10 µM unless noted. Numbers give growth in % (100 = growth as untreated, 0 = no growth, -100 = all killed).
HCT-116 = HCT-116 colon cancer; 7.3% of 82,000 active
HT29 = HT29 colon cancer. 7.4% of 81,000 active
KM12 = KM12 colon cancer cells. 5% of 82,000 active. AID 1794800
NCI-H460 = NCI-H460 lung cancer; 6.8% of 82,000 active
COLO 205 = COLO 205 colon cancer; 7.3% of 79,000 active; AID 1794742
HCT-15 = HCT-15 colon cancer | 5.2% of 82,000 active | AID 1794746
NCI-H322M = NCI-H322M lung cancer; 2.7% of 80,000 active; AID 1794733
NCI-H226 = NCI-H226 lung cancer; 3.5% of 79,000 active
SW-620 = SW-620 colon cancer; 5.2% of 82,000 active
The depositor's hits bear a star; · = no result given; & = joins results of further samples; [ ] = another dose, or the depositor's remark. How the source made its calls: active means growth percent below 10; inactive means the rest.

SMILES	HCT-116	HT29	KM12	NCI-H460	COLO 205	HCT-15	NCI-H322M	NCI-H226	SW-620
C=C1C(=O)O[C@H]2[C@H]1CC/C(COC(=O)NCc1ccc(Cn3c(=O)sn(CCCCl)c3=O)cc1)=C\CC[C@@]1(C)O[C@@H]21	-63.6*	-30.2*	77.7	100.6	·	8.0*	88.8	58.7	-51.9*
COc1ccc(-c2ccc(NNC(=O)c3ccc(F)cc3)nn2)cc1OC	66.2	59.7	92.3	93.2	75.6	64.1	72.2	70.0	75.1
Cc1ccc(/C=C/C(=O)c2cccc(OCCCCOc3cccc(C(=O)/C=C/c4ccc(C)cc4)c3)c2)cc1	100.7	103.9	105.7	101.0	107.0	104.4	93.2	94.7	93.1
Cc1ccc(CC(=O)O)cc1	99.1	97.5	98.4	99.6	109.0	107.6	97.3	108.5	101.2
CC1NC(=S)NC(c2cccs2)=C1C(=O)/C=C/N(C)C (stereo not drawn)	60.2	98.0	102.2	112.4	74.1	97.3	100.9	91.0	114.4
C[C@@H]1C(=O)C23CCC1C[C@@]21O[C@@H]2C(C)(C)C=CC(=O)C23COC1=O	102.8	100.6	101.6	98.8	107.6	103.9	93.1	94.8	103.9
CC1NC(=S)NC(=O)/C1=C/c1cc(=O)oc2c1ccc1ccccc12 (stereo not drawn)	91.8	87.7	99.6	102.0	104.4	103.2	101.0	86.1	95.5
CCN(CC)C(=O)c1ccc([N+](=O)[O-])cc1	104.3	101.4	100.4	109.6	100.7	100.7	95.9	101.0	103.9
NS(=O)(=O)c1ccc(-n2c(-c3ccc(Cl)cc3)nc(/C=C3\C=Nc4ccccc43)c2O)cc1	89.0	105.7	93.8	101.9	115.9	106.9	97.7	101.4	103.3
C=C1C(=O)O[C@H]2[C@H]1CC/C(CNC(=O)C(C)c1ccc(CC(C)C)cc1)=C\CC[C@@]1(C)O[C@@H]21 (stereo partly drawn)	-87.8*	-52.4*	57.8	36.2	-34.8*	-55.7*	72.3	75.1	-59.0*
Cc1nc(-c2cc3ccccc3oc2=O)ccc1C(=O)/C=C/c1ccc(Cl)c(Cl)c1	102.7	114.4	102.6	100.3	113.3	107.0	103.9	108.1	101.4
Cc1ccc(C2OCC3(C)C(CCC4(C)C5CC(C6=CCOC6=O)OC5(C)CCC34)O2)cc1 (stereo not drawn)	86.1	84.4	98.2	97.6	96.2	89.6	87.5	·	104.6
CCOC(=O)Nc1ccc(F)cc1	104.3	104.4	101.9	104.7	112.8	102.3	96.8	103.1	113.0
COc1ccc(C2=Nc3c/c(=C\c4c(O)[nH]c5cc(Cl)ccc45)ccc3=N2)cc1	70.7	39.8	49.5	93.6	3.6*	55.8	91.2	84.1	57.9
C=CC1CCCCC1=O (stereo not drawn)	95.4	·	109.2	110.5	111.6	93.2	109.5	103.1	105.2
CCCC(CCC(=O)O)(CCC(=O)O)[N+](=O)[O-]	100.0	95.8	99.9	96.7	111.8	98.1	98.8	97.6	96.2
COc1ccc(/C=C/C(=O)c2cc(OC)c(OC)c(OC)c2)cc1OCC(=O)Nc1nc2ccc(OC(F)(F)F)cc2s1	-75.5*	20.1	-14.3*	-22.9*	77.0	11.7	4.9*	40.6	6.2*
N#CC1C(=O)Nc2cccnc21 (stereo not drawn)	106.3	100.9	104.8	112.3	111.1	103.6	106.1	·	105.5
CC(C)NC(=O)N/C=C(\C#N)C(N)=O	90.9	107.5	92.7	91.1	103.1	101.2	99.5	97.5	93.4
C=C(C)[C@@H]1CC[C@]2(C)[C@H](CC=C3[C@@H]4[C@@H](C)[C@H](C)CC[C@]4(C(=O)OC)CC[C@]32C)[C@@]1(C)CC/C(N)=N/O	56.4	44.8	60.0	43.8	79.9	28.5	58.7	76.7	73.4
COc1ccc(Cn2c(NCCN)nc(=O)n(Cc3ccc(F)cc3)c2=O)cc1	90.9	97.4	101.8	111.5	91.5	107.6	86.8	92.8	100.5
Cc1c(C(N)=O)sc2c1c(=O)n(Cc1ccccc1)c1nnc(SCC(=O)NCc3ccccc3)n21	56.3	91.9	73.2	80.6	125.7	71.0	89.4	117.1	84.0
CCOC(=O)c1cnc2cc(Cl)cc(Cl)c2c1Nc1cccc(S(N)(=O)=O)c1	36.9	111.0	101.6	106.2	120.0	101.8	108.0	100.4	100.3
O=C(CCc1ccco1)CCc1ccco1	98.6	102.2	94.9	105.0	110.3	103.5	117.2	98.1	92.3
O=C(Cc1ccc(Nc2ccnc(C(F)(F)F)c2)cc1)Nc1cc(Cl)ccc1O	53.8	116.1	70.8	67.0	118.0	66.9	81.3	65.6	95.5

Remaining list, next part.
SMILES	HCT-116	HT29	KM12	NCI-H460	COLO 205	HCT-15	NCI-H322M	NCI-H226	SW-620
O=C(NCCCl)Nc1nccnc1OCc1ccc(F)cc1	104.5	101.9	106.6	·	·	104.0	103.6	100.0	102.9
COc1cc2nc(-c3ccc(NC(=O)/C=C/c4ccc(F)c(F)c4)cc3)sc2c(OC)c1OC	88.5	103.8	95.9	97.7	108.0	88.8	99.2	90.6	106.4
Nc1ncn([C@@H]2O[C@H](CO)[C@@H](O)[C@H]2O)c(=O)n1	-31.5*	·	·	-1.7*	6.6*	22.9	15.9	45.9	35.6
O=C(O)CCCCCNC(=S)NCCCCCC(=O)O	105.5	92.2	106.3	108.8	114.3	98.3	110.7	104.1	99.3
COc1ccc([C@H]2c3[nH]c4ccccc4c3C[C@H]3C(=O)N(C4CCN(Cc5ccccc5)CC4)CC(=O)N23)c(OC)c1	80.7	63.0	87.2	85.8	75.1	81.3	102.9	76.5	101.0
O=C(Nc1ncc(Cc2cc(Cl)ccc2Cl)s1)C1CCCCC1	82.6	65.4	73.7	105.4	110.9	55.1	95.5	91.0	90.9
CCCCCCCNc1nc(C=O)ncc1-c1ccc(C(F)(F)F)cc1	98.3	86.8	91.2	102.6	95.8	97.6	84.4	98.0	98.0
C=CCNc1nc2cc3c(C)c(CC)c(=O)oc3c(C)c2o1	96.4	82.6	97.9	105.4	106.1	90.0	83.2	83.0	100.7
N#Cc1c(-c2ccc(F)cc2)nc(N=Nc2c(O)[nH]c3ccccc23)nc1N1CCOCC1	47.2	78.4	75.1	30.9	77.9	66.9	61.4	57.7	66.7
CCC(N)COC(=O)c1ccccc1 (stereo not drawn)	99.4	99.2	99.8	107.6	103.9	97.9	97.1	89.9	100.7
CC[C@H](C)C(=O)O[C@H]1CCC=C2C=C[C@H](C)[C@H](CC[C@@H]3CC=CC(=O)O3)[C@H]21	48.5	67.7	72.5	99.0	103.5	85.7	95.9	107.3	85.9
CC(=O)Nc1ccc2c3c(cccc13)CC2	104.9	99.2	113.3	101.3	121.8	110.0	95.8	99.6	111.4
O=Cc1cc2ccccc2nc1Oc1ccc(Cl)cc1	64.5	102.7	94.2	98.2	98.4	96.5	93.8	88.2	85.6
COc1ccc(-c2nnc(Cn3cnnc3)o2)cc1	91.3	121.3	102.1	134.4	·	110.3	91.8	88.5	105.8
C#CCOc1cc(N(CC)CC)ccc1C(C(=O)NC(C)(C)C)N(C(=O)C1CCc2cc(F)ccc2O1)c1ccc(F)cc1 (stereo not drawn)	27.1	61.0	25.7	36.7	32.4	44.6	70.6	43.5	58.6
Cc1cccc(NC(=O)CN2CCN(c3cc(=O)n(-c4ccccc4)c4ccccc34)CC2)c1	71.3	88.1	95.7	81.3	93.1	91.7	82.9	76.6	93.2
Cc1ccc(S(=O)(=O)O/N=C2/CCSc3ccccc32)cc1	80.2	102.4	94.0	96.0	104.7	89.9	90.4	75.9	104.4
O=c1ccc(=O)n(-c2nc(O)c(N=Nc3ccccc3)s2)[nH]1	90.9	101.6	92.6	106.2	104.9	105.2	94.8	88.2	101.0
COc1ccc(C(=O)NNC(=O)c2cccc3ccccc23)cc1	111.7	106.6	107.3	104.2	100.2	110.2	120.0	102.4	109.7
CNC(=O)c1cc(Oc2ccc(NC(=O)Nc3ccc(Cl)c(SC)c3)c(F)c2)ccn1	30.8	30.0	29.3	58.2	24.4	50.0	74.5	40.4	67.5
COc1cc([N+](=O)[O-])c(OC)cc1Cl	98.9	108.0	112.9	112.5	110.0	104.9	106.4	106.1	108.3
CCc1c2c(nc3ccc(OC(=O)NCc4ccc(B5OC(C)(C)C(C)(C)O5)cc4)cc13)-c1cc3c(c(=O)n1C2)COC(=O)[C@]3(O)CC	2.8*	25.2	-5.4*	-16.7*	7.6*	10.4	5.7*	-65.4*	8.0*
CCOC(=O)/C=C(\C)OCC	98.1	107.4	106.7	110.8	121.5	122.9	123.4	103.3	107.9
NC(=O)CC(NC(=O)c1ccccc1)C(=O)O (stereo not drawn)	100.6	99.5	109.0	103.2	98.4	100.0	·	101.7	103.4
CCOC(=O)NC(N)=O	99.5&99.3	105.8&99.9	111.6&112.5	104.0&104.5	118.2&109.8	98.0&104.9	104.6&93.0	96.5&99.8	110.7&106.9

(continued)
SMILES	HCT-116	HT29	KM12	NCI-H460	COLO 205	HCT-15	NCI-H322M	NCI-H226	SW-620
CC(=O)Nc1ccc(Sc2ccc(NC(C)=O)cc2)cc1	98.5	91.2	96.5	104.6	101.2	98.9	110.1	100.9	103.6
Cc1ccc2oc(=O)cc(-c3c(C#N)c(N)n4nc(N)c(C#N)c4c3C#N)c2c1	101.9	107.1	99.2	108.2	104.5	105.2	97.6	93.4	104.1
CCN(N=O)c1ccc(/C=C2/C=Cc3ccccc32)cc1	92.3	91.9	53.2	105.4	121.7	91.4	100.0	102.2	99.7
OC(Cc1ccc2ccccc2n1)C(Cl)(Cl)Cl (stereo not drawn)	92.9	93.1	106.2	109.2	·	102.8	93.6	86.3	108.6
COc1cccc(C(=O)NNc2nc(-c3ccccc3)nc3ccccc23)c1	81.7	87.1	85.2	85.5	97.2	71.1	98.7	103.0	91.2
NC1=NC(c2ccccc2)c2c(n[nH]c2N)N1 (stereo not drawn)	99.3	93.0	102.6	104.6	105.9	100.9	111.1	98.1	100.7
Cc1ccc(C(=O)Nc2c(C)cccc2C)cc1	99.7	109.3	109.7	102.5	128.8	100.3	102.7	101.6	100.0
CCOc1ccc(-c2c(C#N)c(-c3ccc(Br)cc3)nc3n[nH]c(-c4ccc(Br)cc4)c23)cc1OC	42.3	50.3	49.7	61.3	63.3	43.4	85.5	70.0	·
CCn1cc(C(=O)O)c(=O)c2cc(F)c(N3CCN(CC(=O)Nc4ccc(Cl)cc4)C(C)C3)c(F)c21 (stereo not drawn)	99.3	112.3	96.1	90.6	106.3	98.6	86.2	96.2	98.9
c1ccc(COc2ccc(Nc3ncnc4c3cnn4-c3ccccc3)cc2)cc1	106.4	115.5	98.2	93.7	107.0	72.4	84.1	103.1	98.7
Cc1cc2c(cc1C)NC(C)CC(=O)N2 (stereo not drawn)	81.1	111.8	88.7	104.5	127.2	114.4	99.6	126.1	94.1
CCOC(=O)CCSC1=C(C)C(=O)c2ccccc2C1=O	79.2	112.3	98.7	102.0	109.9	80.2	97.2	98.5	97.3
COc1cc(NC(=O)C(C)Sc2nc3ccccc3c(=O)n2CCc2ccc(S(N)(=O)=O)cc2)cc(OC)c1OC (stereo not drawn)	104.9	104.6	95.3	103.9	119.9	100.9	100.9	96.6	114.1
C=C(C)[C@@H]1CC[C@]2(C(=O)NCCCCCCN(CCCN)CCCN)CC[C@]3(C)[C@H](CC[C@@H]4[C@@]5(C)CC[C@H](OCCCN)C(C)(C)[C@@H]5CC[C@]43C)[C@@H]12	12.6[100 µM]	4.2*[100 µM]	31.5[100 µM]	-16.2*[100 µM]	18.9[100 µM]	81.8[100 µM]	80.7[100 µM]	111.2[100 µM]	7.3*[100 µM]
NS(=O)(=O)Oc1ccc(CNC(=O)C23CC4CC(CC(C4)C2)C3)cc1	99.0	105.1	103.8	105.6	·	101.5	109.1	99.6	105.8
CCOP(=O)(OCC)C(NC(=O)CNC(=O)c1ccccc1C(=O)O)C(=O)N1CCCCC1 (stereo not drawn)	106.1	106.8	106.5	105.7	112.8	100.8	94.1	93.6	100.1
Cn1c2c(c(=O)n(C)c1=O)CN(Cc1ccccc1)CN2	118.5	107.2	119.2	107.5	117.5	103.0	110.6	101.5	97.9
Fc1ccccc1Nc1n[nH]c(=S)s1	98.0	103.2	103.9	108.9	108.5	98.3	127.7	106.6	105.3

Of the compounds above, 7 contain an NH in an aromatic ring.
SMILES	HCT-116	HT29	KM12	NCI-H460	COLO 205	HCT-15	NCI-H322M	NCI-H226	SW-620
COc1ccc(C2=Nc3c/c(=C\c4c(O)[nH]c5cc(Cl)ccc45)ccc3=N2)cc1	70.7	39.8	49.5	93.6	3.6*	55.8	91.2	84.1	57.9
COc1ccc([C@H]2c3[nH]c4ccccc4c3C[C@H]3C(=O)N(C4CCN(Cc5ccccc5)CC4)CC(=O)N23)c(OC)c1	80.7	63.0	87.2	85.8	75.1	81.3	102.9	76.5	101.0
N#Cc1c(-c2ccc(F)cc2)nc(N=Nc2c(O)[nH]c3ccccc23)nc1N1CCOCC1	47.2	78.4	75.1	30.9	77.9	66.9	61.4	57.7	66.7
O=c1ccc(=O)n(-c2nc(O)c(N=Nc3ccccc3)s2)[nH]1	90.9	101.6	92.6	106.2	104.9	105.2	94.8	88.2	101.0
NC1=NC(c2ccccc2)c2c(n[nH]c2N)N1 (stereo not drawn)	99.3	93.0	102.6	104.6	105.9	100.9	111.1	98.1	100.7
CCOc1ccc(-c2c(C#N)c(-c3ccc(Br)cc3)nc3n[nH]c(-c4ccc(Br)cc4)c23)cc1OC	42.3	50.3	49.7	61.3	63.3	43.4	85.5	70.0	·
Fc1ccccc1Nc1n[nH]c(=S)s1	98.0	103.2	103.9	108.9	108.5	98.3	127.7	106.6	105.3
